Screening data deposited in PubChem by National Center for Advancing Translational Sciences (NCATS).
BRCA1 expr up: qHTS Assay to Identify Small Molecule Activators of BRCA1 Expression. MCF7-BRCA1-FFLuc reporter, luminescence, 48 h; response scale: scaled: vehicle 0%, 10 µM genistein 100%. Potency, µM (top dose mostly 46.1 µM), without a hit: at the highest dose activation, hits mostly activators. 380,000 tested, 1.1% active; active means well fitted activation curve with a large enough effect; further: nearly all actives have a fitted effect of over 80% in size; some results filed as inactive show a strong effect at the top dose
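MCF7-BRCA1-FFLuc, 2000 cells/well; 2 h attach, 37 °C/5% CO2; compound 48 h; luciferase substrate 15 min; luminescence end-point. Norm. to genistein 10 microM max activation and DMSO; concentration-response curves fitted.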
* marks the source's active call; other numbers are inactive results; & = joins results of further samples. Potency means the concentration at half of the fitted maximal effect. Some of the compounds tested; the hit share may differ from the screen's.

Start of the data: the first 5 compounds, ahead of the listing:
SMILES	BRCA1 expr up
COc1ccc(CNC(=O)c2nc(Cn3nc(C)c(Br)c3C)no2)cc1OC	3.9%
Cc1cc(N2CCC(C)CC2)nc2ccc(NC(=O)Cc3c(F)cccc3Cl)cc12	-5.4%
COc1ccc(N2CCN(C(=O)/C=C/[C@H]3O[C@@H](n4ccc(=O)[nH]c4=O)[C@H](O)[C@@H]3O)CC2)cc1	-10.9%
Cc1cccc(C)c1NC(=O)C1c2ccccc2OCC(=O)N1CCc1ccccc1 (stereo not given)	-13.3%
Cc1ccc(Cc2c(-c3ccc(Cl)cc3)nc3c(Cl)cc(C(F)(F)F)cn23)cc1	10.4%

This part in full, from the first entry:
SMILES	BRCA1 expr up
COc1ccc(CNC(=O)c2nc(Cn3nc(C)c(Br)c3C)no2)cc1OC	3.9%
Cc1cc(N2CCC(C)CC2)nc2ccc(NC(=O)Cc3c(F)cccc3Cl)cc12	-5.4%
COc1ccc(N2CCN(C(=O)/C=C/[C@H]3O[C@@H](n4ccc(=O)[nH]c4=O)[C@H](O)[C@@H]3O)CC2)cc1	-10.9%
Cc1cccc(C)c1NC(=O)C1c2ccccc2OCC(=O)N1CCc1ccccc1 (stereo not given)	-13.3%
Cc1ccc(Cc2c(-c3ccc(Cl)cc3)nc3c(Cl)cc(C(F)(F)F)cn23)cc1	10.4%
COc1ccc(CCNC(=O)CCCCn2c(=O)c3ccccc3n(CC(=O)Nc3ccccc3C)c2=O)cc1OC	1.0%
Cc1ccc(S/C(=N/S(=O)(=O)c2ccc(Cl)cc2)c2ccccc2)cc1	1.6%
Cn1ncc2c(NCc3ccco3)ncnc21	16.3%
Cc1cccc(OCc2nnc(SCC(=O)Nc3ccc(C)cc3C)o2)c1	-12.1%
O=C(COc1ccc(Cl)cc1Cl)Nc1cccc2cccnc12	-25.7%
Cc1cc(C(O)c2ncc(-c3ccccc3C)[nH]2)ccc1F (stereo not given)	0.8%
COc1ccc(NC(=O)C2(C)CCN2Cc2cccc(OC)c2F)cc1OC (stereo not given)	-8.2%
Cc1ccc(C(C)C)c(OC(C)C(=O)NCC2(N(C)C)CCCCC2)c1 (stereo not given)	3.1%
Cn1c(Nc2ccc(Cl)cc2F)nc2cc(-c3ccccc3)sc2c1=O	-19.4%
Cc1c(C(=O)Nc2cccc(-c3nc4ccccc4s3)c2)oc2ccc(F)cc12	0.0%
COc1ccc(NC(=O)Cn2cc(C(=O)c3ccccc3)c(=O)c3cc(OC)ccc32)c(OC)c1	5.2%
COc1cc(CCN(C(=O)c2cccc(S(C)(=O)=O)c2)C(CCc2ccccc2)c2nc3ccccc3[nH]2)cc(OC)c1 (stereo not given)	-37.5%
CNC(C)C(=O)NC(C(=O)NC(C)C(=O)Nc1cccc2ccccc12)C(C)C (stereo not given)	-10.4%
O=C(Nc1cc(F)ccc1F)C1CCN(C(=O)c2cnn(-c3ccccc3)c2-n2cccc2)CC1	11.6%
CCOC1=C2[C@@H](CN(S(=O)(=O)c3ccc(C)cc3)[C@H]2c2cccs2)[C@H]2C(=O)N(c3ccccc3)C(=O)[C@H]2C1	5.7%
CCOc1ccc(-c2cc(C(=O)NCCOC)[nH]n2)c(C)c1	30.2%
Cc1ccc2c(c1)c(=O)c(S(=O)(=O)c1ccc(F)cc1)cn2CC(=O)Nc1ccc2c(c1)OCO2	-19.9%
COC(=O)c1n[nH]n(-c2ccccc2)c1=O	9.7%
Cc1ccc2c(c1)-c1onc(C(=O)N3CCN(c4ccc(Cl)cc4)CC3)c1CO2	0.7%
O=C(CNC(=O)C1CCCCC1)OCC(=O)c1ccc(-c2ccccc2)cc1	8.1%
COc1ccccc1-c1cnc(C(O)c2ccc(Cl)cc2C)[nH]1 (stereo not given)	-9.8%
COCCCN1C(=O)C(CC(=O)NCCN2CCOCC2)CC(C(=O)N2CCOCC2)=C1C (stereo not given)	7.6%
COc1ccc(CCNC(=O)CCCn2c(=O)c3ccccc3n(Cc3c(C)cc(C)cc3C)c2=O)cc1OC	6.0%
COC(=O)c1ccc2nc(-c3cccc(Br)c3)c(Cc3ccccc3C(F)(F)F)n2c1	21.6%
NC(=O)COc1ccccc1C(=O)Nc1ccccc1	0.0%
COc1ccc(-n2c(=O)c3ccccc3n(Cc3ccccc3Cl)c2=O)cc1	13.8%
O=C(NNc1ccccc1C(F)(F)F)c1sccc1Cl	0.0%
Cn1ccc2c(-c3cccnc3)cc3c(c21)C1CCC3C1 (stereo not given)	0.0%
Nc1ncnc2c1ncn2[C@@H]1O[C@H](C(=O)N[C@H]2c3ccccc3C[C@H]2O)[C@@H](O)[C@H]1O	9.7%
CC(=O)C1=CCC(c2cccc(Cl)c2)N(S(=O)(=O)c2ccc(C)cc2)C1 (stereo not given)	-21.5%
COCc1cn(CC(=O)c2sc(NC(=O)C(C)(C)C)nc2C)nn1	17.7%
CCCCCNc1nc2c(-c3ccccc3)nnn2c2ccccc12	-6.6%
COc1cccc(-c2cc(NC=O)c3ncc(-c4ccc(F)c(Cl)c4)n3c2)c1	-11.9%
Cc1cc(C)n2nc(SCC(=O)Nc3cc(Cl)ccc3C)nc2n1	7.6%
COc1cccc(-c2cnc(C(O)c3ccc(Cl)cc3)[nH]2)c1 (stereo not given)	1.6%
CCOc1ccc(NC(=O)Cn2cc(C(=O)c3ccc(OCC)cc3)c(=O)c3cc4c(cc32)OCCO4)cc1	8.3%
Cc1ccc(-n2c(COCC(=O)O)nc3cccnc32)cc1	-2.0%
COc1ccc(Cc2c(-c3ccccc3)nc3ccc(Br)cn23)c(C)c1	0.0%
CC(C)(Oc1ccc(Cl)cc1)C(=O)Nc1ccc(-c2nc3ncccc3o2)cc1	24.4%
CCCCNC(=O)C1(C)CCCCN1C(=O)c1sccc1C (stereo not given)	4.8%
O=C(OCc1ccccc1)N1CCC2CC1c1ccc(-c3cccc(F)c3)cc12 (stereo not given)	2.3%
COCc1cccc(-c2csc(C(NC(C)=O)c3cccc(OC)c3)n2)c1 (stereo not given)	0.0%
CC(=O)c1cccc(-c2cnc3c(NC=O)cc(-c4ccccc4)cn23)c1	-56.7%
Cc1oc2ncn(CC(C)C)c(=O)c2c1C(=O)NC(C)c1ccccc1 (stereo not given)	-48.7%
CC1(C)C2CCC1(C)C(NC(=O)COC(=O)c1ccc(S(C)(=O)=O)c([N+](=O)[O-])c1)C2 (stereo not given)	-68.8%
O=C(c1[nH]c(C(F)(F)F)nc1-c1ccccc1)N1CCN(c2ncccn2)CC1	-50.0%
COc1ccc(N2CCN(Cc3cccn3-c3nnc(N4CCN(C5CCCCC5)CC4)s3)CC2)cc1	33.9%
COc1ccc(N2CCN(CCCNC(=O)c3cnn(-c4ccc(F)cc4)c3-n3cccc3)CC2)cc1	-13.7%
COCCNC(=O)C1CCCN(C(=O)c2ccc3c(c2)C(C)(C)CCC3(C)C)CC1 (stereo not given)	-8.1%
CCOC(=O)c1c(C)c(-c2ccccc2)n(CC(=O)Nc2cccc(C)c2C)c1C	12.7%
O=C1NC[C@H](CCCCN2C[C@H](Cc3ccccc3)N(CCC3CCCCC3)C(=O)C2=O)N(CCC2CCCCC2)C1=O	6.0%
COCCNc1nc(Nc2ccccc2Cl)c2sc(-c3ccccc3)cc2n1	-36.6%
CCc1nc2c(OCc3ccccc3C)cccn2c1N(C)C(=O)c1ccc(C)cc1	-20.1%
Cc1cc(C)c(C(O)c2ncc(-c3cccc4ccccc34)[nH]2)c(C)c1 (stereo not given)	-12.5%
CC(=O)Nc1ccc(NC(=O)C2CCCN2S(=O)(=O)c2ccc3c(c2)CCCC(=O)N3)cc1 (stereo not given)	20.0%
Additional compounds
SMILES	BRCA1 expr up
Cc1ccc2cc(CN(Cc3ccco3)Cc3nnnn3Cc3ccco3)c(=O)[nH]c2c1	0.0%
CC(C)C[C@H]1CNC(=S)N1C[C@H]1CCCN1C[C@H](Cc1ccc(O)cc1)N1C[C@H](CC(C)C)N(CC2CCCCCC2)C1=S	-58.2%
CN1CCN2c3ccccc3CC(C#N)(C#N)C2C1 (stereo not given)	-3.9%
Cc1cn([C@H]2C[C@H](O)[C@@H](CCC(=O)NCc3cccs3)O2)c(=O)[nH]c1=O	5.6%
Cc1ccc(S(=O)(=O)Nc2ccc(Nc3nccn4c(-c5ccccc5Oc5ccccc5)cnc34)cc2)cc1	0.0%
CC(=O)Nc1cccc(-c2ccnc3c2CC(C(=O)NCc2ccc(N4CCN(C)CC4)cc2)O3)c1 (stereo not given)	4.3%
CN1C2C=CC(=O)C1C1C(=O)N(c3ccccc3)C(=O)C12 (stereo not given)	-45.3%
COc1ccc(NC(=O)c2cc(C3CCCCN3S(=O)(=O)c3cn(C)cn3)on2)c(C)c1 (stereo not given)	11.5%
CC(C)C[C@@H]1O[C@H](C(C)C)Cc2[nH][nH]c(=O)c21	7.4%
COc1ccccc1Nc1nn2c(=O)c3ccc(C(=O)NCc4ccc(F)cc4)cc3nc2s1	-9.6%
CC1=C(C(=O)OCc2ccc(C)cc2)C(c2cccc(F)c2F)CC(=O)N1 (stereo not given)	-5.3%
Cc1cc(C)c(S(=O)(=O)Nc2cccc(C(F)(F)F)c2)c(C)c1	-37.6%
COc1ccc(-n2c(=O)c3c4c(sc3n(Cc3ccccc3)c2=O)CN(C(C)=O)CC4)cc1OC	-11.2%
CC(O)(c1ccc(F)c(F)c1)c1nc(-c2ccccc2)cs1 (stereo not given)	-3.6%
COc1ccc(Br)cc1C1NC(c2ccc3c(c2)OCO3)=CC(c2ccccc2O)N1 (stereo not given)	0.0%
CC1CC(C)CN(C(C(=O)NC2CCCCC2)c2ccnc3ccccc23)C1 (stereo not given)	-8.7%
O=C1NC[C@H](CCCCN2C[C@H](Cc3ccccc3)N(CCc3ccc(O)cc3)C(=O)C2=O)N(CCc2ccccc2)C1=O	1.7%
CCCCn1c(CN2CCN(c3ccc(OC)cc3)CC2)nc2c1c(=O)[nH]c(=O)n2C	-36.1%
Cc1c(C(=O)NCc2ccccc2C(F)(F)F)sc(=O)n1Cc1ccc2c(c1)OCO2	-2.0%
CCOC1=C2[C@H](c3cccs3)N(S(=O)(=O)c3ccc(C)cc3)C[C@H]2n2c(=O)n(-c3ccccc3)c(=O)n2C1	12.2%
Cc1ccc(CNC(=O)c2cc3sccc3n2Cc2ccc(Cl)cc2)cc1	8.6%
Cc1ccc(Cl)cc1NC(=O)c1ccc2snnc2c1	0.0%
CNc1ccc2ncc(-c3cccc(C(=O)N(C)C)c3)n2n1	-35.3%
COc1cc(Cl)ccc1OC1(C)CCN(Cc2cccc(OC)c2OC)C1 (stereo not given)	-12.5%
CCc1nc2c(OCC(=O)c3ccc(F)cc3)cccn2c1N(C)C(=O)c1cccs1	-2.9%
CCCOC(=O)c1c(NC(=O)C(C)Sc2nc(-c3ccccc3)cc(C(F)(F)F)n2)sc(C(=O)N(C)C)c1C (stereo not given)	-46.0%
COc1ccc2oc(=O)c(C(=O)NCCc3c(C)[nH]c4ccc(C)cc34)cc2c1	-3.5%
CC(C)c1cccc(-c2csc(C(O)c3ccc(F)cc3)n2)c1 (stereo not given)	18.6%
CC(=O)Nc1cccc(-c2ccnc3c2CC(C)(C(=O)NCc2cccc(Cl)c2)O3)c1 (stereo not given)	-35.6%
Cc1cc(C)cc(NC(=O)CN2C(=O)COc3ccc(S(=O)(=O)Nc4ccccc4)cc32)c1	-32.9%

5 compounds out of the list, ordered by molar mass, lowest first:
SMILES	BRCA1 expr up
CNc1ccc2ncc(-c3cccc(C(=O)N(C)C)c3)n2n1	-35.3%
Cc1ccc(Cl)cc1NC(=O)c1ccc2snnc2c1	0.0%
CCc1nc2c(OCC(=O)c3ccc(F)cc3)cccn2c1N(C)C(=O)c1cccs1	-2.9%
Cc1c(C(=O)NCc2ccccc2C(F)(F)F)sc(=O)n1Cc1ccc2c(c1)OCO2	-2.0%
CCOC1=C2[C@H](c3cccs3)N(S(=O)(=O)c3ccc(C)cc3)C[C@H]2n2c(=O)n(-c3ccccc3)c(=O)n2C1	12.2%

Next part:
SMILES	BRCA1 expr up
CC(=O)N1CCN(C(=O)c2[nH]c(C(F)(F)F)nc2-c2ccccc2)CC1	4.7%
Cc1ccc(C)c(NC(=O)Cn2c(=O)n(CCC(=O)NCc3ccc4c(c3)OCO4)c(=O)c3ccccc32)c1	1.7%
COc1ccccc1COc1cccn2c(N(C)C(=O)CCC3CCCC3)c(C)nc12	-37.8%
COc1ccc(CNc2ncnc3nc[nH]c23)cc1	37.0%&5.8%
CN(CCC#N)c1ccc(C=C(C#N)c2cccc(C(F)(F)F)c2)cc1	-33.5%
OC(c1ccc(Cl)c(F)c1)c1ncc(-c2ccc(F)cc2)[nH]1 (stereo not given)	-2.7%
CC(C)(C)OC(=O)N(CC1CCNCC1)C(=O)c1[nH]c(C(F)(F)F)nc1-c1ccccc1	4.3%
Clc1cccc(-c2nc3ccc(Cl)cn3c2Cc2ccsc2)c1	12.6µM*
CCOc1ccc(CCNC(=O)c2ccc3c(c2)N(Cc2ccccc2F)C(=O)c2ccccc2S3=O)cc1OCC (stereo not given)	-29.6%
CC(C)CCNC(=O)c1ccc(Cn2c(SCC(N)=O)nc3ccccc3c2=O)cc1	17.4%
COc1cc(NC(=O)Cn2ccc3ccccc3c2=O)cc(OC)c1OC	-21.6%
COc1cc2c(=O)c(S(=O)(=O)c3ccc(C)cc3)cn(Cc3cccc(C)c3)c2cc1OC	-53.7%
CCN(Cc1ccccc1)S(=O)(=O)c1cc(Br)cc2c1N(C(=O)C1CC1)CC2	-32.3%
CC1(C(=O)Nc2cccc(Oc3ccccc3)c2)CCN1Cc1ccccc1OC(F)F (stereo not given)	-32.7%
CC1(C(=O)NS(=O)(=O)c2ccccc2)CCN1C(=O)CCc1ccccc1 (stereo not given)	-27.3%
O=C(CS(=O)(=O)c1cccc2nsnc12)Nc1ccccc1Cl	11.1%
